# Tb PYK inh = blocks Trypanosoma brucei pyruvate kinase | TbPYK enzyme, Kinase-Glo Plus ATP luminescence, 45 min | 0.12% of 410,000 active | Q57TT1 | Potency, µM (top dose mostly 76.8 µM), inactives show at the top dose activity, negative = inhibition, usual class: inhibitors | AID 624173; further: potency means the concentration at half of the fitted maximal effect; on the % scale 0 is the no-effect control and ±100 the full control effect; nearly all actives have a fitted effect of over 50% in size
#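 Assay buffer: 50 mM TEA pH 7.2, 100 mM KCl, 10 mM MgCl2, 0.05% BSA, 0.01% Tween-20. Pyruvate kinase from T. brucei plus substrate met compound, then ADP (130 uM final). Luminescence was read post 45 min RT.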
# Pf growth 96h = P. falciparum growth inhibition at 96 hour, primary screen for plastid delayed-death inhibitors | Potency, µM (doses to about 28.7 µM), for the others: at the top dose activity change, negative = inhibition, most hits filed as inhibitors | 6.9% of 320,000 active | P. falciparum luciferase reporter growth, 96 h; further: potency means the concentration at half of the fitted maximal effect; on the % scale 0 is the no-effect control and ±100 the full control effect
#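 P. falciparum expressing integrated firefly luciferase, in erythrocytes at 2% hematocrit, 0.05% parasitemia, incubated with compounds 96 h at 37 C, 5% CO2. Growth inhibition read as loss of luminescence; two-generation exposure targets delayed-death apicoplast inhibitors.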
# LmPK inh = inhibitors of Leishmania mexicana pyruvate kinase; purified LmPK, Kinase-Glo ATP luminescence, 1 h; Q27686; 0.37% of 290,000 active; Potency, µM (titrated, usually from 57.5 µM), for the others: top-dose activity change, negative = inhibition, hits mostly inhibitors; further: potency means the concentration at half of the fitted maximal effect; on the % scale 0 is the no-effect control and ±100 the full control effect
# Target sequence (Q27686 whole entry, looked up): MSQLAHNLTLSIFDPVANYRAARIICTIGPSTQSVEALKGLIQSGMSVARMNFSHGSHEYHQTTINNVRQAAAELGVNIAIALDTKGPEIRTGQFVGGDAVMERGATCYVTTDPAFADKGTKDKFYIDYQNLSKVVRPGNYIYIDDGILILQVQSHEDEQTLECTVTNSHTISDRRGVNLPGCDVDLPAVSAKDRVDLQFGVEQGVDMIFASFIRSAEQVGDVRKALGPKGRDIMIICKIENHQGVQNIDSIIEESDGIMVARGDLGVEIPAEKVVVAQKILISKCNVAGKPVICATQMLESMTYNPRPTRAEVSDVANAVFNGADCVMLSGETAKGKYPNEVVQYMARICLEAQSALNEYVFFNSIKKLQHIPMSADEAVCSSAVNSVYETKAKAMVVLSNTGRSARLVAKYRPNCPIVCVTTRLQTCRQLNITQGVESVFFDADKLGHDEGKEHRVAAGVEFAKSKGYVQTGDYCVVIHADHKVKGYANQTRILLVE
#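 ATP generated from ADP (0.1 mM) and PEP (0.5 mM) by 0.1 nM LmPK over 1 h at room temperature (pH 7.2 imidazole buffer) was detected by coupled luciferase luminescence. Values were normalized to uninhibited and no-enzyme wells.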
# Shiga toxin inh = inhibitors of Shiga toxin in Vero cells. Vero cells, Shiga toxin protein synthesis inhibition reporter. inhibition, % at 38.7 µM. 9.2% of 290,000 active. AID 2315; in the data active means inhibition mostly above about 28%, no sharp cut-off; inactive means mostly below about 43%; further: 0% is about no effect
# Cycloheximide cs = counter-screen for Shiga toxin inhibitors: cycloheximide protein synthesis inhibition. cell reporter, cycloheximide protein synthesis inhibition counterscreen. max response, %. 12% of 300,000 active. AID 2314; in the data active means max response mostly above about 13%, no sharp cut-off; inactive means mostly below about 14%; further: read at 38.3 µM for the half of the compounds with a filed dose; 0% is about no effect
# AMA1-RON2 inh = disrupts binding of P. falciparum AMA1 to RON2; AlphaScreen AMA1-biotinylated RON2 peptide binding; Potency, µM (doses to about 58.2 µM), inactives show at the highest dose activity change, negative = inhibition, usual class: inhibitors; 0.2% of 360,000 active;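 further: potency means the concentration at half of the fitted maximal effect; 0% = vehicle wells and -100% = peptide control; nearly all actives have a fitted effect of over 45% in size; some results filed as inactive show a strong effect at the top dose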
#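 AMA1 (3D7) with his tag at 25 nM final met compounds first, then biotinylated RON2 peptide at 25 nM; detection used donor plus acceptor beads, 10 µg/mL apiece, read by AlphaScreen after 30 min at room temperature.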
# Pf growth 48h = inhibits P. falciparum growth in the first generation, 48 h | P. falciparum luciferase growth in erythrocytes, 48 h | Potency, µM (highest dose often 28.7 µM), inactives show at the top dose activity change, negative = inhibition, usual class: inhibitors | 5.9% of 310,000 active | AID 504832; further: potency means the concentration at half of the fitted maximal effect; on the % scale 0 is the no-effect control and ±100 the full control effect
#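 Compounds are pin-transferred into medium, infected erythrocytes (2% hematocrit, 0.1% parasitemia final) are added, and plates sit one parasite generation at 37 C in 5% CO2. Detection reagent is then added and luminescence measured.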
# An asterisk follows results filed as active; u = inconclusive; x = not tested or not shown; & = joins results of further samples; [ ] = another dose, or the depositor's remark. Unless noted, the call rests on the fitted dose curve; in most records, active means well fitted curve in the direction sought with a large enough effect; inconclusive means small, poorly fitted or top-dose-only effect, or another doubt; inactive means no such curve, though single readings can be large; an effect the other way counts as inactive or inconclusive.
# Short keys – A = Tb PYK inh; B = Pf growth 96h; C = LmPK inh; D = Shiga toxin inh; E = Cycloheximide cs; F = AMA1-RON2 inh; G = Pf growth 48h
1. CCOC(=O)c1sc(N)c(C(=O)OCC)c1COC(=O)C1CC(=O)N(Cc2ccco2)C1 (centres undefined)
  A: -5% | B: u | C: -1% | D: -11 | E: 1 | F: -5% | G: u

2. Cc1ccc(C)c(OCC(=O)Nc2ccccc2C(=O)N2CCOCC2)c1
  A: -9% | B: -27% | C: -2% | D: -6 | E: -4 | F: -4% | G: u

3. COc1cc(C(=O)O[C@H]2C/C(C)=C/CC[C@]3(C)O[C@@H]3C(O)C2C(C)C)cc(OC)c1OC (some centres undefined)
  A: -2% | B: 4.1µM* | C: 9% | D: -2 | E: -4 | F: -14% | G: u

4. Cc1cc(C(F)(F)F)nn1CCCNC(=O)c1cnccn1
  A: 1% | B: 1% | C: 1% | D: -16 | E: -2 | F: -2% | G: 5%

5. CCOC(=O)Cc1c(C)nc(-c2ccccc2)[nH]c1=O
  A: -2% | B: 15% | C: -1% | D: -3 | E: -1 | F: -7% | G: -16%

6. CCOc1ccc(C(C)=O)cc1COC(=O)CCc1cc(OC)c(OC)c(OC)c1
  A: 1% | B: 8.3µM* | C: 4% | D: 1 | E: -3 | F: -5% | G: u

7. C#Cc1ccc([C@@H]2C=C(C(=O)O)O[C@H](OCc3ccc(CO)cc3)C2)cc1
  A: 6% | B: 44%[activator] | C: -2% | D: -13 | E: 5 | F: 7% | G: 30%[activator]

8. CCOc1cccc(CN2CCCC(C(=O)c3cc(Cl)ccc3OC)C2)c1O (centres undefined)
  A: -2% | B: -28% | C: 0% | D: -3 | E: -3 | F: -4% | G: 1.7µM*

9. O=C(C[n+]1cccc(NC(=O)c2ccccc2)c1)c1cccc([N+](=O)[O-])c1
  A: 5% | B: u | C: 0% | D: 19 | E: 8 | F: 4% | G: u

10. O=C(CN1C(=O)NC2(CCCCC2)C1=O)NCCC1=CCCCC1
  A: 7% | B: u | C: -1% | D: -6 | E: -2 | F: 3% | G: 12%

11. COc1ccnc2c1c(=O)n(Cc1ccccc1Cl)c(=O)n2C
  A: 5% | B: 9% | C: 0% | D: -6 | E: 6 | F: -9% | G: 5%

12. CCCCc1c(C(=O)O)cc(OC)cc1C(=O)O
  A: -7% | B: x | C: -4% | D: 22 | E: -1 | F: -6% | G: x

13. CC(=O)Nc1ccc(OCC(=O)c2ccc(C)cc2C)cc1
  A: -6% | B: x | C: 7% | D: 20 | E: 14 | F: -5% | G: u

14. Cc1ccc(S(=O)(=O)N(Cc2ccc([N+](=O)[O-])cc2)C(=O)N2CCN(C)CC2)cc1
  A: 10% | B: 15% | C: x | D: x | E: x | F: -6% | G: 20%

15. Cc1nc2ccccc2c(=O)n1NS(C)(=O)=O
  A: -2% | B: 14% | C: 0% | D: -19 | E: -1 | F: 1% | G: 2%

16. O=C(COc1ccc(Cl)cc1)Nc1ncccn1
  A: -1% | B: x | C: -9% | D: 35* | E: 34* | F: 3% | G: 55%[activator]

17. CCOC(=O)/C(C#N)=C1/SC(C)C(=O)N1c1ccc(Br)cc1 (centres undefined)
  A: 6% | B: 3% | C: 1% | D: -2 | E: 12 | F: 21% | G: 0%

18. COc1ccc(-c2nn(Cc3ccccc3)cc2C(=O)N2CCN(c3ccccn3)CC2)cc1OC
  A: -1% | B: u | C: x | D: x | E: x | F: 11% | G: u

19. CC(C)c1ccc(NC(=O)CCN2C(=O)c3ccc([N+](=O)[O-])cc3C2=O)cc1
  A: 6% | B: 0% | C: -2% | D: -25 | E: -2 | F: -4% | G: 35%[activator]

20. O=C(O)CSc1ccc(NC(=O)Nc2ccccc2F)cc1
  A: u | B: 116%[activator] | C: 16µM* | D: 24 | E: 5 | F: 13% | G: 132%[activator]

21. COCc1nnc(NC(=O)C2CC(=O)N(C3CCCC3)C2)s1 (centres undefined)
  A: -5% | B: 0% | C: 0% | D: -11 | E: -5 | F: 2% | G: 5%

22. c1nc(COc2nsnc2N2CCOCC2)cs1
  A: -3% | B: 91%[activator] | C: 5% | D: 10 | E: 7 | F: 2% | G: 46%[activator]

23. CCCOc1ccc(NC(=O)CCC(=O)NC(C)c2ccccc2)cc1 (centres undefined)
  A: 1% | B: -31% | C: 3% | D: -6 | E: -2 | F: 12% | G: -7%

24. C=CCN1CC[C@]23c4c5ccc(O)c4O[C@H]2C(=O)CC[C@@]3(O)[C@H]1C5
  A: 0%&3% | B: 12%&28% | C: 5% | D: -9&18 | E: 1&-3 | F: -1%&-5% | G: 1%&2%

25. CC(=O)C1=C(O)CC(C)(C)CC1=NCCc1nc2ccccc2[nH]1
  A: 2% | B: u | C: 9% | D: -3 | E: -1 | F: -2% | G: -7%

26. C/C(=N\NC(=O)c1ccccn1)C12CC3CC(CC(C3)C1)C2
  A: 15% | B: 208%[activator] | C: 0% | D: 54* | E: 31* | F: 40%[activator] | G: 46%[activator]

27. CCc1nc2ccccc2c(C(=O)NCc2ccc(OC)cc2)c1C
  A: 3% | B: -19% | C: 0% | D: -3 | E: -8 | F: 11% | G: 4%

28. Cc1ccc(OCCCC(=O)NC(C)c2ccccc2)c(C)c1 (centres undefined)
  A: -2% | B: 54%[activator] | C: -3% | D: 7 | E: 6 | F: 4% | G: u

29. O=C(Nc1cccc2cccnc12)c1cccc(N2C(=O)CCC2=O)c1
  A: 3% | B: x | C: 4% | D: 31 | E: -4 | F: 4% | G: 11%

30. N#C/C(C(=O)N1CCOCC1)=c1/s/c(=C\c2ccccn2)c(=O)n1-c1ccccc1
  A: 1% | B: 10% | C: 1% | D: -8 | E: 1 | F: -2% | G: 12%

31. CC(C)(C)c1ccc(N2C(=O)CC(c3ccccc3)C2=O)cc1 (centres undefined)
  A: 3% | B: 8% | C: 9% | D: -8 | E: -4 | F: 1% | G: -1%

32. O=C(CCc1nnc2ccc(NCc3ccco3)nn12)Nc1ccc(F)cc1F
  A: 0% | B: u | C: -8% | D: 6 | E: -8 | F: 2% | G: -4%

33. O=C(NC1CC2CCCC(C1)N2Cc1cccs1)N1CCOCC1 (centres undefined)
  A: -1% | B: u | C: -10% | D: -13 | E: -1 | F: 30% | G: 16%

34. CC1(c2nnc(-c3ccncc3)o2)CC(c2ccc(F)cc2)=NO1 (centres undefined)
  A: 2% | B: 43%[activator] | C: 3% | D: -5 | E: -7 | F: -28% | G: 40%[activator]

35. CC(=O)c1cccc(NC(=O)c2ccc3c(c2)CCN3S(=O)(=O)c2ccccc2)c1
  A: 5%&-3% | B: 12µM* | C: 7% | D: 42 | E: 24* | F: 6% | G: u

36. CCC(=Nc1ccc2c(c1)CCC2)c1c(O)n(C)c(=O)n(C)c1=O
  A: 2% | B: 28% | C: 3% | D: -15 | E: -4 | F: 0% | G: 15%

37. Cc1cccc(NC(=O)CN(CC2CCCO2)C(=O)c2ccc(S(C)(=O)=O)cc2)c1C (centres undefined)
  A: 2% | B: 86%[activator] | C: x | D: x | E: x | F: 13% | G: 56%[activator]

38. Cc1cnc(C(=O)OC(C)C(=O)Nc2ccc(Cl)cn2)cn1 (centres undefined)
  A: -1% | B: 0% | C: x | D: x | E: x | F: -14% | G: 18%

39. CCn1cc([N+](=O)[O-])c(C(=O)N2N=C(c3ccc(O)c(OC)c3)CC2c2ccccc2O)n1 (centres undefined)
  A: 5% | B: 15µM* | C: 0% | D: 27 | E: 17 | F: -1%[2.32 µM] | G: u

40. Cc1cccc(NC(=S)NNC(=O)CCn2nc(C)c([N+](=O)[O-])c2C)c1
  A: -23% | B: u | C: -1% | D: 1 | E: -3 | F: 72%[activator] | G: 4%

41. O=C(CCCSc1nc2ccccc2s1)Nc1nccs1
  A: 1% | B: -22% | C: 11% | D: 1 | E: 12 | F: -6% | G: x

42. CCOc1ccccc1NC(=O)CSc1nnc(-c2ccco2)n1Cc1ccco1
  A: 1% | B: u | C: 1% | D: 9 | E: 5 | F: -15% | G: u

43. COc1ccc(N2CCN(C(CNC(=O)C(=O)NCCc3c[nH]c4ccccc34)c3ccco3)CC2)cc1 (centres undefined)
  A: -8% | B: u | C: 0% | D: -1 | E: -2 | F: 3% | G: u

44. CCC1Nc2ncnc(N3CCN(c4ccccn4)CC3)c2N(Cc2ccc(Cl)cc2)C1=O (centres undefined)
  A: 3% | B: u | C: x | D: x | E: x | F: -23% | G: u

45. Cc1ccc(C)c(NC(=O)c2ccc3c(=O)n4c(nc3c2)CCC4)c1
  A: 5% | B: 229%[activator] | C: x | D: x | E: x | F: -3% | G: 203%[activator]

46. CCOC(=O)C1=C(C)NC(=O)NC1/C=C\c1ccccc1 (centres undefined)
  A: 5% | B: 31%[activator] | C: 2% | D: -7 | E: -2 | F: 19% | G: 2%

47. CS(=O)(=O)N1CCC(C(=O)Nc2ccc3c(c2)OCO3)CC1
  A: -2% | B: 21% | C: -2% | D: -13 | E: 8 | F: 1% | G: x

48. COc1ccc(NC(=O)CC2(Cc3ccccc3)CCOC(C)(C)C2)cc1 (centres undefined)
  A: -12% | B: u | C: -1% | D: -12 | E: 1 | F: -5% | G: u

49. CCOC(=O)C1CCN(C(=O)Nc2ccccc2Cl)CC1
  A: 1% | B: -12% | C: -2% | D: -9 | E: -7 | F: -11% | G: 8%

50. O=C(Cn1c2ccccc2c2nc3n(c(=O)c21)CCS3)Nc1ccccc1C(F)(F)F
  A: 4% | B: u | C: 5% | D: 1 | E: 9 | F: -1% | G: -16%

# (more compounds)
# Short keys – A = Tb PYK inh; B = Pf growth 96h; C = LmPK inh; D = Shiga toxin inh; E = Cycloheximide cs; F = AMA1-RON2 inh; G = Pf growth 48h
51. CC(=O)CCc1ccc(OCC(=O)Nc2cccc(S(=O)(=O)N(C)c3ccccc3)c2)cc1
  A: -11% | B: u | C: x | D: x | E: x | F: 22% | G: u

52. N#CCCn1nc(-c2ccccc2)cc1Nc1ccccc1NC(=O)C(F)(F)F
  A: -7% | B: u | C: 6% | D: -3 | E: -4 | F: -3% | G: -15%

53. CCN(CC)c1ccc(S(=O)(=O)N2CCOCC2)cc1NC(=O)CNCc1ccccc1
  A: -4% | B: u | C: -2% | D: -6 | E: 0 | F: -1% | G: u

54. CC(C)C(NS(=O)(=O)c1cccc2nsnc12)C(=O)N1CCCCC1 (centres undefined)
  A: -7% | B: 0% | C: 3% | D: -3 | E: -1 | F: 6% | G: -3%

55. CC1CN(C(=O)/C=C/c2ccccc2Cl)CC(C)O1 (centres undefined)
  A: -4% | B: -29% | C: -3% | D: 11 | E: -1 | F: 0% | G: 33%[activator]

# Screening results from PubChem.

# Rows are unselected. About 21% of those tested had a hit in this group.
